D3 ag – D3 dopamine receptor (human) agonism; AID 652048; max activation, %; P35462; actives 0.58% (n = 410,000); D3R DiscoveRx beta-arrestin cells, luminescence, 90 min; in the data active means max activation above about 30%; further: 0% is about no effect; mostly tested at two doses, the higher about 12 µM
Target sequence (P35462 whole entry, looked up): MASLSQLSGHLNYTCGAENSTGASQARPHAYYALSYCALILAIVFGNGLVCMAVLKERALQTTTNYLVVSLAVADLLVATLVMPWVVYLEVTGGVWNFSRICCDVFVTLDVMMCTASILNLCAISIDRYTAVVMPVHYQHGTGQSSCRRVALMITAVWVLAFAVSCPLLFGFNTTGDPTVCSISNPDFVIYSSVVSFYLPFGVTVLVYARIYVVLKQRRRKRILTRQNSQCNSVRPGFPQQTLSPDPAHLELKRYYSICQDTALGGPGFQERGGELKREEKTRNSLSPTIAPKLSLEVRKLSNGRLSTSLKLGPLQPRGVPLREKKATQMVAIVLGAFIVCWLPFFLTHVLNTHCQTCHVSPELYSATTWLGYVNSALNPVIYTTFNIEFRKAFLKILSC
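Agonist mode: compounds and dopamine controls were applied to plated cells for 90 min at 37 degrees C after an overnight attachment at 1500 cells/well. Luminescent read-out followed 30 - 60 minutes at room temperature with DiscoveRx detection reagent.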
EPAC2 agonist – EPAC2 (human) agonism; Potency, µM (series often up to 154 µM), without a hit: at the highest dose activation, usual class: activators; EPAC2 activation, biochemical qHTS; response scale: 100% = 6.5 mM cAMP response; Q8WZA2; actives 0.079% (n = 360,000); further: potency means the concentration at half of the fitted maximal effect; nearly all actives have a fitted effect of over 50% in size
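EPAC2 (100 nM) mixed with Rap1B loaded with BODIPY-GDP (250 nM) plus 50 uM unlabeled GDP; compounds pinned in, 5 min RT, then read every 5 min for 30 min (ex 480, em 540 nm). Normalized to cAMP control.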
FUS yeast rescue – suppressors of FUS proteinopathy in yeast; S. cerevisiae FUS-expressing, growth rescue, OD600, 24 h; Potency, µM (top dose mostly 76.6 µM), without a hit: top-dose growth rescue (activation), hits mostly activators; actives 0.24% (n = 390,000); AID 1347120;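 further: potency means the concentration at half of the fitted maximal effect; plate controls were DMSO vehicle for no effect and reference control for full effect; nearly all actives have a fitted effect of over 55% in size; some results filed as inactive show a strong effect at the top dose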
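Steps: raffinose overnight preculture; dilution to OD 0.005 in 2% galactose minimal medium; compound addition (concentration series); 24hr at 30C, 99% humidity; absorbance read at 600 nm.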
D3 antag – D3 dopamine receptor (human) antagonism; AID 652054; P35462; D3R cells, DiscoveRx beta-arrestin luminescence, antagonist mode; hits give low values; max response, negative = inhibition, %; actives 2.5% (n = 360,000); in the data active means max response below about -50%; inconclusive means no clear call, values can overlap the other calls; further: on the % scale 0 is the no-effect control and ±100 the full control effect; mostly tested at two doses, the higher about 12 µM
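Cells plated overnight at 1500 cells/well, then exposed to library compounds with dopamine controls for 90 minutes at 37 degrees C. DiscoveRx reagent added for 30–60 minutes at room temperature; luminescence read, quantitative HTS format.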
Abeta yeast res – A-beta toxicity reversal in yeast | yeast expressing A-beta42, growth rescue, OD600, 48 h; response scale: 0% DMSO, 100% iron-clioquinol control | Potency, µM (series often up to 46.1 µM), without a hit: top-dose growth rescue, usual class: activators | actives 0.063% (n = 410,000) | AID 1347071; further: potency means the concentration at half of the fitted maximal effect; nearly all actives have a fitted effect of over 55% in size
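Growth rescue measured by 600 nm absorbance after 48 h yeast culture at 30 C with compound. Values normalized between DMSO and an equimolar ferric chloride plus clioquinol control.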
TDP43 rescue – TDP-43 toxicity inhibition in yeast; Potency, µM (doses to about 46.1 µM), for the others: top-dose growth rescue (activation), hits mostly activators; actives 1.8% (n = 410,000); AID 652104; TDP-43 expressing yeast growth rescue, BacTiter-Glo, 24 h; further: potency means the concentration at half of the fitted maximal effect; % of control where 0% means no effect; nearly all actives have a fitted effect of over 50% in size
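Readout is BacTiter-Glo luminescence of cell growth, so inhibitors register as activators. TDP-43-expressing yeast at OD600=0.02 in galactose medium, after raffinose pregrowth to mid-log, were incubated with compound for 24 hr at 30 deg C.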
EPAC2 antag – antagonists of human EPAC2. Potency, µM (titrated, usually from 114 µM), for inactives: top-dose activity, negative = inhibition, most hits filed as inhibitors. actives 0.18% (n = 360,000). AID 720708. Q8WZA2. EPAC2 GEF exchange of Rap1B-BODIPY-GDP, fluorescence; further: potency means the concentration at half of the fitted maximal effect; on the % scale 0 is the no-effect control and ±100 the full control effect; nearly all actives have a fitted effect of over 45% in size; many of its hits are not listed in these tables
aSyn rescue – rescues yeast growth from alpha-synuclein toxicity; actives 0.14% (n = 370,000); Yeast expressing alpha-synuclein, growth rescue, BacTiter-Glo, 24 h; Potency, µM (top dose mostly 46.1 µM), inactives show top-dose growth rescue (activation), most hits filed as activators; further: potency means the concentration at half of the fitted maximal effect; % of control where 0% means no effect; nearly all actives have a fitted effect of over 65% in size
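Screening used galactose-induced yeast with toxic alpha-synuclein levels, exposed to compound for 24 hr at 30 deg C. Cell growth, read with BacTiter-Glo luminescence, gave the measured signal.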
* marks the source's active call; other numbers are inactive results; ? = inconclusive; / = no result given; [ ] = another dose, or the depositor's remark. Unless noted, the call rests on the fitted dose curve; in most records, active means well fitted curve in the direction sought with a large enough effect; inconclusive means small, poorly fitted or top-dose-only effect, or another doubt; inactive means no such curve, though single readings can be large; an effect the other way counts as inactive or inconclusive. This is a subset. The share of hits here may be higher or lower than overall.

no.	smiles	D3 ag	EPAC2 agonist	FUS yeast rescue	D3 antag	Abeta yeast res	TDP43 rescue	EPAC2 antag	aSyn rescue
1	CCC1(CC)SC(N)=NC1=O	-2.6	5.0%	-0.8%	8.3	14.7%	-5.7%	-14.8%	-0.8%
2	Cc1cc(C)n2cc(CSc3nnc(-c4ccccc4)c(-c4ccccc4)n3)nc2n1	6.6	0.6%	-1.8%	17.3	10.6%	4.5%	-5.5%	0.2%
3	CCOC(=O)c1c(C)[nH]c(C)c1C(=O)COC(=O)c1cccc(S(=O)(=O)N(CC)CC)c1	3.3	3.6%	43.0%	8.9	10.3%	-1.6%	-19.5%	-1.9%
4	CCCCNC(=O)c1cc2n(n1)C(C(F)(F)F)CC(c1ccccc1)N2 (stereo unspecified)	2.1	-0.1%	30.4%	29.7	6.8%	3.9%	0.5%	2.7%
5	O=C(COc1ccc(Cl)cc1)NNC(=O)C(=O)NC1CCCCC1	21.7	-2.4%	/	0.8	0.7%	13.0%	-2.6%	0.9%
6	Cc1cc(C)c(C)c(S(=O)(=O)N[C@@H](C)C(=O)OCc2cc(=O)n3cc(Br)ccc3n2)c1C	11.4	5.4%	19.2%	2.2	24.8%	-9.9%[0.397 µM]	4.6%	17.3%
7	CCOC(=O)c1c(NC(=O)CCNCc2ccco2)sc2c1CCC2	-7.9	16.5%	20.5%	-26.2	-14.3%	-4.0%	-11.7%	-1.9%
8	CCOc1ccc(CN(CC)C(=O)Cc2c[nH]c3ccccc23)cc1OC	0.7	3.3%	15.2%	4.3	6.3%	-5.0%	-13.4%	1.0%
9	O=C(NCCc1ccccc1)C1CCCN(c2nc3ccccc3s2)C1 (stereo unspecified)	3.0	4.6%	-17.5%	10.7	10.0%	19.1%	2.3%	10.7%
10	O=S(=O)(c1cccc(C(F)(F)F)c1)N1CCC(Oc2ccc(-n3cnnn3)cc2)CC1	2.5	/	26.2%	/	7.8%	23.8%	/	/
11	CCCOc1ccc(C(=O)NCCCn2ccnc2)cc1	1.8	0.5%	6.8%	8.7	5.9%	2.7%	-3.0%	-1.5%
12	CN(c1ccc(F)cc1)S(=O)(=O)c1ccc(Cl)c(C(=O)NC2(C)CCS(=O)(=O)C2)c1 (stereo unspecified)	-0.9	6.1%	7.3%	-3.3	-6.7%	-5.5%	-7.2%	1.3%
13	CCCCC(=O)NCc1ccc2c(c1)cc(C)n2C	-1.3	1.9%	13.6%	-5.1	15.5%	15.7%	0.3%	-5.0%
14	COc1cccc(N2CCN(c3ccc4nnc(CCC(=O)O)n4n3)CC2)c1	5.0	/	-12.4%	/	-0.5%	7.6%	/	/
15	COc1cccc(-n2c(=O)c3c(C)c(C)sc3n(CC(=O)NCc3ccccc3)c2=O)c1	6.7	/	-19.5%	/	-5.0%	18.5%	/	/
16	CC(C)C/C=C1\CCc2c([nH]c3ccccc23)C1=O	-4.6	1.2%	-23.3%	?	7.8%	20.0%	-7.5%	9.7%
17	Cn1nc(-c2ccccc2F)c2cc(C(=O)N3CCN(c4ccccc4F)CC3)sc21	50.7*	/	?	/	2.6%	?	/	/
18	O=C1CSC(=S)N1N=Cc1ccccc1O	-2.5	9.1%	/	21.8	4.4%	26.7%	4.3%	1.2%
19	COc1cc(CN2C[C@@H](CO)O[C@@H](n3cnc4c(NCc5ccco5)ncnc43)C2)cc(OC)c1OC	0.8	5.0%	4.0%	4.2	-8.4%	3.8%	1.8%	-5.0%
20	Cc1ccc(C(=S)N2CCCCCC2)cc1	-6.3	9.5%	13.5%	-22.7	14.6%	?	-4.3%	0.9%
21	COc1ccc2c(c1OC)C(=O)N(c1nccs1)C2	1.5	4.3%	-0.7%	42.6	-7.8%	3.8%	-3.6%	-0.4%
22	COCCNc1nc2ccccc2n2cnnc12	7.9	3.0%	-21.2%	18.6	-11.6%	25.1%	0.5%	-1.6%
23	COc1cccc(C(=O)NCCSc2ccc(F)cc2)c1	-1.9	-6.5%	-6.8%	-6.0	11.7%	22.5%[9.22 µM]	-4.0%	5.4%
24	Cc1csc(NC(=O)CSc2nc3ccccc3c(=O)[nH]2)n1	0.2	0.7%	-0.8%	-16.1	-7.2%	109.3%	13.4%	-6.5%
25	O=C1CN(C(=O)Cc2ccccc2)C(c2ccc(F)cc2)c2cc(Br)ccc2N1 (stereo unspecified)	1.6	/	44.5%	/	20.8%	21.0%	/	/

The closing two records of the part before open the next one.
no.	smiles	D3 ag	EPAC2 agonist	FUS yeast rescue	D3 antag	Abeta yeast res	TDP43 rescue	EPAC2 antag	aSyn rescue
24	Cc1csc(NC(=O)CSc2nc3ccccc3c(=O)[nH]2)n1	0.2	0.7%	-0.8%	-16.1	-7.2%	109.3%	13.4%	-6.5%
25	O=C1CN(C(=O)Cc2ccccc2)C(c2ccc(F)cc2)c2cc(Br)ccc2N1 (stereo unspecified)	1.6	/	44.5%	/	20.8%	21.0%	/	/
26	CC1CCCC(NC(=O)C2CCN(S(=O)(=O)N3CCCCCC3)CC2)C1C (stereo unspecified)	3.7	-12.6%	13.1%	-0.1	12.4%	25.2%	1.3%	6.6%
27	Cc1ccc(S(=O)(=O)Nc2ccccc2NS(=O)(=O)c2ccc(C)cc2)cc1	2.7	11.2%	-17.2%	10.4	4.5%	0.0%	?	3.5%
28	COc1ccc([N+](=O)[O-])cc1NC(=O)CC(c1ccccc1)c1ccccc1	2.3	14.2%	4.0%	-29.7	12.1%	-0.6%	1.0%	-8.8%
29	CCCCOC(=O)C1=C(C)N(C)C(=O)NC1c1cc2c(cc1Br)OCO2 (stereo unspecified)	-0.7	14.4%	13.3%	35.3	-4.4%	?	?	4.8%
30	COc1ccc(/C=N/NC(=O)c2nc(-c3ccccc3)n(-c3ccccc3)n2)cc1OC	-7.1	1.3%	/	-21.5	-0.5%	14.2%	-1.6%	0.2%
31	CN(c1ccc(OCC(=O)OCC(=O)NC2CCCC2)cc1)S(=O)(=O)c1ccc2ccccc2c1	-10.5	5.3%	38.7%	?	6.9%	/	5.5%	9.8%
32	Cc1csc2nc(CSc3nc4ccccc4o3)cn12	-2.4	11.4%	11.2%	?	-0.5%	4.9%	2.5%	0.5%
33	CCCCOP(=O)(c1ccc(N(C)C)cc1)C(O)c1c(Cl)cccc1Cl (stereo unspecified)	-0.3	8.4%	11.0%	12.8	6.5%	-1.5%	-1.7%	2.7%
34	COC(=O)C[C@@H]1C[C@H]2c3cc(NS(=O)(=O)c4ccccc4)ccc3O[C@H]2[C@@H](CO)O1	1.1	-1.4%	2.5%	10.1	0.6%	0.2%	3.9%	13.3%
35	COc1ccc(OC)c(NC(=O)COC(=O)CCCN2C(=O)c3ccccc3C2=O)c1	4.5	5.2%	13.2%	1.6	-3.4%	-0.2%	-2.1%	3.5%
36	CCOc1cccc(C2c3c(oc4cc(C)c(C)cc4c3=O)C(=O)N2c2nc(C)c(C)s2)c1 (stereo unspecified)	3.5	/	-0.4%	/	5.4%	10.5%	/	/
37	O=C(NC1CCCCCC1)C1CCCN(S(=O)(=O)c2cccs2)C1 (stereo unspecified)	10.7	16.4%	-29.2%	-18.2	7.3%	18.3%	10.7%	4.9%
38	CCOc1cc(/C=N/NC(=O)c2c(C)nc3ccc(Cl)cn23)ccc1O	7.9	1.4%	-11.2%	-5.5	-6.3%	21.5%	-3.1%	-2.9%
39	O=C(/C=C/c1ccco1)N1CCN(S(=O)(=O)c2cccc([N+](=O)[O-])c2)CC1	-2.8	0.6%	/	-16.8	3.1%	4.1%	1.6%	7.2%
40	CCOc1ccc2nc(SCc3cccc(C)c3)nc(C)c2c1	3.4	-6.0%	13.0%	8.1	7.4%	-5.0%	14.2%	-0.5%
41	CC(=O)N(c1ccccc1)c1c(F)c(F)c(F)c(F)c1F	0.3	-8.2%	-0.1%	-4.1	3.7%	14.7%	-5.6%	/
42	CCOc1ccc(OCCC(=O)N(CC)CC(=O)Nc2c(F)cccc2F)cc1	4.8	1.1%	/	13.0	0.1%	20.3%	6.8%	0.3%
43	CN(C)S(=O)(=O)c1ccc(C(=O)Nc2nnc(SCc3cccc(F)c3)s2)cc1	5.0	13.8%	/	10.9	-12.5%	-9.9%	-8.6%	-4.5%
44	O=S(=O)(c1ccccc1)[C@@]1(c2ccc(Br)cc2)C[C@@H]2ON=C(c3cccc(Br)c3)[C@@H]2C1	-26.9	15.5%	0.2%	0.0	-4.2%	23.6%	?	6.3%
45	COc1cc2c(cc1OC)C(c1cc(Br)ccc1O)N(C(C)=O)CC2 (stereo unspecified)	-10.2	12.9%	-4.7%	-7.5	15.1%	5.4%	-0.1%	-4.3%
46	CC1=[N+]([O-])C(C)(C)N(O)C1(C)C	-3.6	-4.5%	2.7%	18.2	-10.3%	-0.3%	8.2%	-0.1%
47	Cc1ccc(C(=O)N[C@H](C(=O)OCC(=O)NC2CCS(=O)(=O)C2)C(C)C)cc1 (stereo partly specified)	0.7	-12.1%	-15.4%	8.8	16.8%	14.1%	4.5%	-0.3%
48	CCC(CC)N1CCN(C(=O)c2cccc(Cl)c2)CC1	-8.9	0.7%	6.5%	-6.4	-3.4%	/	-4.9%	-4.5%
49	CC(=O)OCC1OC(n2cc(F)c(=O)[nH]c2=O)C(OC(C)=O)C1OC(C)=O (stereo unspecified)	1.9	11.5%	-4.9%	-18.2	-1.7%	10.2%	6.4%	-4.5%
50	O=C(Cn1c(=O)n(-c2ccc(Cl)cc2)c(=O)c2c3c(sc21)CCCCC3)Nc1cccc(Cl)c1	0.9	/	-26.3%	/	10.8%	?	/	/
51	O=C(Nc1ccccc1Br)C1CCN(C(=O)Cc2ccccc2)CC1	7.5	3.4%	7.2%	15.0	2.2%	0.0%	-1.6%	1.8%

Down the list, quoted from above:
Compounds 44–49 in EPAC2 agonist, in turn: 15.5%, 12.9%, -4.5%, -12.1%, 0.7%, 11.5%
Compounds 44–49 in D3 antag, in turn: 0.0, -7.5, 18.2, 8.8, -6.4, -18.2
Compounds 44–49 in Abeta yeast res, in turn: -4.2%, 15.1%, -10.3%, 16.8%, -3.4%, -1.7%
